# TSHR antagonist = antagonists of human thyroid stimulating hormone receptor | P16473 | TSHR-expressing cells, TSH-stimulated cAMP HTRF, 2 h; hits give low values | activity change, negative = inhibition, % at 11.5 µM | hit rate 0.2% among 330,000 | AID 504810;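 active = activity change below a set negative limit, meaning inhibition stronger than a set level, cut at about -70% in these data; inconclusive = activity change between two set negative limits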; note: % is set by controls: 0 for no effect and ±100 for the full control effect
#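 TSHR-expressing cells, 200/well, pre-treated with compound, then stimulated with EC80 TSH (4nM final) for 2 hours at 37 deg C. cAMP measured by competitive HTRF: anti-cAMP cryptate antibody in lysis buffer plus cAMP-d2, read after 30 minutes at room temperature.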
# TCR activator = activates T cell receptor signaling | primary human leukocytes, anti-CD3, IL-2 HTRF, 48 h | Potency, µM (series often up to 9.22 µM), without a hit: at the top dose activation of IL-2 secretion, usual class: activators | 330,000 tested, under 10 active | AID 504894; note: % of control where 0% means no effect
#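 Using a-CD3 beads without co-stimulation, primary human leukocytes were exposed to compounds for 48 hr. An HTRF IL-2 kit measured the cytokine, with europium-to-d2 energy transfer producing emission at 665nm upon 320nm excitation.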
# Giardia kill = kills Giardia lamblia. Giardia lamblia trophozoite viability. activity change, % at 7.66 µM, hits read low. hit rate 0.15% among 340,000. AID 540267; in the data active = activity change below about -80%; inconclusive = between about -30% and that limit;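 note: parasites exposed to compound for two days anaerobically before the ATP read; % is set by controls: 0 for no effect and ±100 for the full control effect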
#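 Media and compound were dispensed first, then trophozoites at 100 cells/well; plates sat 48 hrs at 37 deg C without oxygen before ATP luminescence reagent was added and read after 15-30 min at room temperature.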
# BCR signal inh = chronic active BCR signaling inhibition | ABC-DLBCL IkBa-CBG/CBR reporter, luminescence ratio, 4 h | Potency, µM (top dose mostly 46.1 µM), for inactives: at the top dose ratio change, negative = lower green/red ratio, actives largely listed as inhibitors | hit rate 0.05% among 340,000 | AID 493014; active = well fitted inhibition curve with a large enough effect in the signal ratio, with a control signal flat, not every such curve was filed as active; inconclusive = small, poorly fitted or top-dose-only effect, or effect the other way, or a change in a side signal; the % refers to the signal ratio;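 note: potency is the fitted concentration of half-maximal effect; plate controls were basal doxycycline-induced cells for no effect and cells given 10 µM MG132 for full effect; MG132 reads +100%, hits lower the ratio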
#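 TMD8 human ABC-DLBCL cells with doxycycline-inducible IκBα–green luciferase fusion and unfused red luciferase, in 0.5% FBS medium; compounds up to 46 uM, 4 h at 37C. Green/red luminescence ratio, filter-overlap corrected, fitted to concentration-response curves.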
# FBPA coupling cs = coupling enzyme interference in Giardia aldolase counter-screen; coupling enzyme system counterscreen, AmpLite Red fluorescence; activity change, negative = inhibition, % at 58.2 µM, hits read low; hit rate 0.67% among 290,000; AID 2472; in the data active = activity change below about -30%; note: % is set by controls: 0 for no effect and ±100 for the full control effect
#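 Compounds tested against the coupling enzymes alone at 57.5 uM final; readout was AmpLite Red fluorescence (525/598 nm) after 20 min at RT.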
# hERG WT inh = blocks the wildtype human KCNH2 potassium channel | activity change, % at 1.84 µM | U2OS, BacMam KCNH2, thallium flux FluxOr; hits give low values | hit rate 0.37% among 340,000 | Q12809 | AID 720551;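 active = maximum activity change below -70%; inconclusive = maximum activity change between -70% and -50%; inactive = maximum activity change above -50%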; note: % is set by controls: 0 for no effect and ±100 for the full control effect
# Target sequence (Q12809 whole entry, looked up): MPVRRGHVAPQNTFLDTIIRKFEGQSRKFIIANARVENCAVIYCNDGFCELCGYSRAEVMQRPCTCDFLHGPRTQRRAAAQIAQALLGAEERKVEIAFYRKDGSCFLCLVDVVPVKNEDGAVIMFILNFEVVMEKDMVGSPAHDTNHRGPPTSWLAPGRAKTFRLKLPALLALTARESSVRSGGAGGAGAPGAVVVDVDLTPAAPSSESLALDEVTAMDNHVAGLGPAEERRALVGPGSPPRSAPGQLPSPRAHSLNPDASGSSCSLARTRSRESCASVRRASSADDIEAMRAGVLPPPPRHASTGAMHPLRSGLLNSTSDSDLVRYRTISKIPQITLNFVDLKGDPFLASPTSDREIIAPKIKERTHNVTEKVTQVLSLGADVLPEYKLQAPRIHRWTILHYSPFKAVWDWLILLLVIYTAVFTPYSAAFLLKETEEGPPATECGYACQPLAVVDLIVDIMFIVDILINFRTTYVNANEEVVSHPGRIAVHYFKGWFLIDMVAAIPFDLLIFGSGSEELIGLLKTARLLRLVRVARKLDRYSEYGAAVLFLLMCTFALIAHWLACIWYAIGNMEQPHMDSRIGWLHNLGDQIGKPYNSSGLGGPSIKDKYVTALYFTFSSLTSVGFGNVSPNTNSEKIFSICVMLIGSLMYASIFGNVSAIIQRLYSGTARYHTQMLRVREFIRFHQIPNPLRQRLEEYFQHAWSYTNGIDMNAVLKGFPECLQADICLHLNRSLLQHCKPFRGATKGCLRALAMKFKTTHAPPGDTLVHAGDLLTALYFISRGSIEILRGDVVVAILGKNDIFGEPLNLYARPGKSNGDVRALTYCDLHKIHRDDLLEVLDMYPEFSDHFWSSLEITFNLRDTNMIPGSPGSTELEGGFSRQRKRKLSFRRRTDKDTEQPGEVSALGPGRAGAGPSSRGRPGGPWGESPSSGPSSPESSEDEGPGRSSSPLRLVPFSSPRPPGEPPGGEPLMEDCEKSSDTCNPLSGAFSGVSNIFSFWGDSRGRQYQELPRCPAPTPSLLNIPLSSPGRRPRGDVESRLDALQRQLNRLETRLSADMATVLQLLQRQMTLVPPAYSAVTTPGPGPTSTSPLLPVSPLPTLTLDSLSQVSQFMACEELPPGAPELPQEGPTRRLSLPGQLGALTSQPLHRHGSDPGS
#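 U2OS cells were transduced with wild-type KCNH2 virus (2.03 x 10^8 / mL) for 4 h at room temperature, then cultured overnight at 37 C. Thallium flux was read with FluxOr dye. Rate constants were normalized to DMSO controls.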
# GALK inh = blocks human galactokinase activity. Purified GALK, Kinase-Glo residual ATP luminescence. Potency, µM (highest dose often 57.5 µM), without a hit: top-dose activity change, negative = inhibition, most hits filed as inhibitors. hit rate 0.007% among 270,000. AID 1868; note: potency is the fitted concentration of half-maximal effect; % is set by controls: 0 for no effect and ±100 for the full control effect
#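 ATP-depletion format; final 35 uM ATP, 100 uM D-galactose, 5 nM enzyme; pH 8.0 HEPES/Mg2+ buffer; 60 min RT; luminescence read 10 min after detection reagent.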
# AT treatment = potential ataxia-telangiectasia treatments restoring KAP-1 phosphorylation; Potency, µM (titrated, usually from 57.5 µM), for the others: at the top dose activation, most hits filed as activators; […] A-T fibroblasts, KAP-1 phosphorylation AlphaLISA; neocarzinostatin DNA damage 30 min before lysis; hit rate 0.19% among 320,000; note: potency is the fitted concentration of half-maximal effect; % of control where 0% means no effect; nearly all actives have a fitted effect of over 45% in size
#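 hTERT-immortalized A-T patient fibroblasts ([…]), 500 cells/well in OPTI-MEM, 1% FBS, got compounds for 60 min, then NCS for 30 min at 37C. Lysates were then assayed for phospho-KAP-1 by AlphaLISA (anti-pKAP1 donor, anti-KAP1 acceptor beads), 6 hr at 25C.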
# MLL CXXC-DNA inh = blocks binding of human MLL CXXC domain to DNA. MLL-CXXC / FITC-HOXA9 DNA fluorescence polarization. Q03164. Potency, µM (highest dose often 115 µM), inactives show at the top dose activity change, negative = inhibition, hits mostly inhibitors. hit rate 0.037% among 290,000; active = well fitted inhibition curve with a large enough effect in the polarisation, with a control signal flat, not every such curve was filed as active; inconclusive = small, poorly fitted or top-dose-only effect, or effect the other way, or a change in a side signal; inactive = no such curve, though single readings can be large or run the other way; the % refers to the polarisation; note: potency is the fitted concentration of half-maximal effect
#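 Steps: dispense CXXC domain solution (7 uM) → pin compounds or unlabeled HOX-A9 DNA control → 5 min ambient → add FLSN-HOX-A9 solution (50 nM) → spin → 30 min ambient → fluorescence polarization. Tris pH 7.5/NaCl/DTT/BSA buffer.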
# Tb PFK inh = T. brucei PFK enzyme inhibition; O15648; T. brucei PFK, ADP-Glo luminescence; Potency, µM (highest dose often 57.5 µM), without a hit: at the top dose activity, negative = inhibition, most hits filed as inhibitors; hit rate 0.17% among 330,000;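 note: potency is the fitted concentration of half-maximal effect; 0% = uninhibited 1x PFK enzyme wells and -100% = no-enzyme wells; nearly all actives have a fitted effect of over 60% in size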
#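 ADP-Glo luminescence quantified ADP after 45 min at room temperature, with 1.25 nM T. brucei PFK, 0.1 mM ATP and 0.5 mM fructose-6-phosphate in pH 8.0 TEA buffer. qHTS titrations up to 57 µM; curves classified by quality.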
# * hit, by the source's call; ? = inconclusive; . = not tested or not shown; [ ] = dose if it differs, or a comment. Unless noted, calls come from the whole dose curve; as a rule, active = well fitted curve in the direction sought with a large enough effect; inconclusive = small, poorly fitted or top-dose-only effect, or another doubt; inactive = no such curve, though single readings can be large; an effect the other way counts as inactive or inconclusive.
SMILES,TSHR antagonist,TCR activator,Giardia kill,BCR signal inh,FBPA coupling cs,hERG WT inh,GALK inh,AT treatment,MLL CXXC-DNA inh,Tb PFK inh
Cc1cccc(N2CCN(C(=O)c3ccc4nc[nH]c4c3)CC2)c1C,4,-1%[46.1 µM],4,-6%,3,2,0%,.,0%,4%
O=C(NCC(c1ccco1)N1CCCCC1)c1cccc(NS(=O)(=O)c2ccc(Br)cc2)c1 (stereo not given),-7,3%,0,-13%,.,6,.,4%,.,-2%
CCOc1ccc(NC(=O)Nc2ccc3nccnc3c2)cc1,0,3%,-3,1%,-1,-6,8%,2%,6%,-9%
O=C(Nc1ccc(F)cc1)Nc1nnc(COc2ccccc2F)s1,2,0%,-8,4%,0,2,3%,-2%,8%,-3%
COc1ccc(NC(=O)COC(=O)[C@@H]2CCCN2C(=O)c2cccs2)c(OC)c1,8,-8%,-3,-6%,1,-1,1%,-3%,2%,-2%
Cc1cc(C)c(C(=O)COC(=O)[C@H](C)Nc2ccc(C(F)(F)F)cc2[N+](=O)[O-])c(C)c1,-3,-6%,1,7%,-2,0,-3%,-3%,6%,2%
OCCOCCNc1ncnc2sc(-c3ccccc3)cc12,-2,6%,-4,?,-12,-3,0%,6%,14%,4%
CC(C)(C)N1C(=O)c2ccc(C(=O)Nc3ccc(-c4nc5ccccc5[nH]4)cc3)cc2C1=O,-8,-21%[46.1 µM],-12,11%,2,-6,-1%,.,14%,0%
Cc1oc2cc(OCc3cnn(-c4ccccc4)c3)ccc2c(=O)c1Oc1ccccc1F,11,-19%[46.1 µM],8,0%,5,9,2%,-3%,-2%,-2%
COc1cc(CNC(=O)c2cc(C(=O)NCc3cc(OC)cc(OC)c3)n(C)n2)cc(OC)c1,-1,0%,6,-13%,.,-8,.,1%,.,-1%

# Three structures already listed, arranged by SMILES length, ascending:
SMILES,TSHR antagonist,TCR activator,Giardia kill,BCR signal inh,FBPA coupling cs,hERG WT inh,GALK inh,AT treatment,MLL CXXC-DNA inh,Tb PFK inh
Cc1cccc(N2CCN(C(=O)c3ccc4nc[nH]c4c3)CC2)c1C,4,-1%[46.1 µM],4,-6%,3,2,0%,.,0%,4%
COc1cc(CNC(=O)c2cc(C(=O)NCc3cc(OC)cc(OC)c3)n(C)n2)cc(OC)c1,-1,0%,6,-13%,.,-8,.,1%,.,-1%
Cc1cc(C)c(C(=O)COC(=O)[C@H](C)Nc2ccc(C(F)(F)F)cc2[N+](=O)[O-])c(C)c1,-3,-6%,1,7%,-2,0,-3%,-3%,6%,2%

# Four entries from above, with two lines to a compound:
# Second line of a record – TSHR antagonist | TCR activator | Giardia kill | BCR signal inh | FBPA coupling cs | hERG WT inh | GALK inh | AT treatment | MLL CXXC-DNA inh | Tb PFK inh
> Cc1cccc(N2CCN(C(=O)c3ccc4nc[nH]c4c3)CC2)c1C
  4 | -1%[46.1 µM] | 4 | -6% | 3 | 2 | 0% | . | 0% | 4%
> O=C(NCC(c1ccco1)N1CCCCC1)c1cccc(NS(=O)(=O)c2ccc(Br)cc2)c1 (stereo not given)
  -7 | 3% | 0 | -13% | . | 6 | . | 4% | . | -2%
> CCOc1ccc(NC(=O)Nc2ccc3nccnc3c2)cc1
  0 | 3% | -3 | 1% | -1 | -6 | 8% | 2% | 6% | -9%
> O=C(Nc1ccc(F)cc1)Nc1nnc(COc2ccccc2F)s1
  2 | 0% | -8 | 4% | 0 | 2 | 3% | -2% | 8% | -3%

# Other results.
SMILES,TSHR antagonist,TCR activator,Giardia kill,BCR signal inh,FBPA coupling cs,hERG WT inh,GALK inh,AT treatment,MLL CXXC-DNA inh,Tb PFK inh
COC(=O)CSc1ncc(OC)c(OC)n1,19,3%,2,1%,4,-7,0%,-4%,7%,1%
Cc1ccc(-c2nc(=O)[nH]c3ccc(Br)cc23)cc1,-9,.,-15,2%,5,-3,5%,-3%,-3%,-5%
COc1ccc(S(=O)(=O)Nc2ccc3c(c2)CC(=O)N([C@@H](C)CO)C[C@@H](C)[C@@H](CN(C)Cc2ccccc2)O3)cc1,-6,-4%,10,5%,.,-2,.,-1%,.,3%
O=C(O)CCn1c(SCc2cc(=O)n3ccccc3n2)nc2ccsc2c1=O,39,-4%,4,13%,2,7,1%,2%,-2%,-2%
N#Cc1c(N)nc2c(c1-c1ccccc1)CCC2,-3,-1%,-9,9%,0,-3,0%,-2%,19%,4%
Cc1cc(NC(=O)CON=C(N)CC(=O)Nc2ccccc2Cl)ccc1Br,-5,1%,-11,2%,.,-12,.,5%,.,-1%
C/C(=N\N=C1\NC(=O)C(CC(=O)Nc2ccc(C)c(Cl)c2)S1)C(C)(C)C (stereo not given),-4,-3%,-14,?,-1,-9,1%,-23%,4%,-8%
NC(=O)NC(=O)Nc1ccccc1Cl,1,.,-9,-18%,-1,12,0%,7%,-1%,3%
CN(C)C(=O)c1nc2ccc(Cl)cn2c1CNCc1ccccc1OC(F)(F)F,8,-8%,-4,2%,-1,2,0%,5%,5%,2%
CCCCN(CCCC)CCNC(=O)CN1C(=O)COc2ccc(S(=O)(=O)N3CCOCC3)cc21,0,5%,14,-2%,2,53,1%,0%,12%,8%
COc1ccccc1-c1cc(C(=O)O)c2c(=O)n(C)c(=O)n(Cc3ccccc3)c2n1,2,-3%,-14,3%,4,4,-1%,3%,-2%,3%
CN1C(=O)C2C(c3ccc(N(C)C)cc3)NN(Cc3ccccc3)C2C1=O (stereo not given),-23,-2%,-5,-2%,-2,-5,0%,-2%,7%,-2%
CCOc1ccc(-c2c(=O)n(O)c3ccccc3[n+]2[O-])cc1,-7,1%,1,-1%,-1,-6,8%,-50%,?,0%
Fc1ccc(-n2nnc(-c3nccs3)n2)cc1,5,-6%,-8,?,1,.,7%,-2%,?,0%
C/C(=N/Nc1nc(-c2ccccc2)c(CC(=O)O)s1)c1ccccc1,-12,9%,16,?,1,-11,-4%,15%,-21%,7%
CCCCC(=O)NCCc1cc2ccc(OC)cc2[nH]c1=O,-3,1%[46.1 µM],1,2%,0,-2,-2%,8%,0%,5%
Cc1sc2ncnc(NCCCn3ccnc3)c2c1C,5,1%,-2,3%,11,-21,4%,-7%,3%,-3%
O=C(NC1CCCc2ccccc21)C1CCN(S(=O)(=O)c2cnc[nH]2)CC1 (stereo not given),28,3%,-9,-6%,-7,-21,1%,8%,8%,-11%
COc1ccc(NC(=O)CCCn2nc(C)c3c(C)n(-c4ccccc4)nc3c2=O)cc1OC,-7,0%,?,0%,.,7,0%,-2%,7%,0%
CC(O)Cn1nc([N+](=O)[O-])nc1N (stereo not given),4,0%,-3,1%,-1,-4,-1%,3%,3%,0%
COc1ccc(-n2ncc3c2CC(C)(C)CC3NC(=O)CCc2c(C)nn(C)c2C)cc1 (stereo not given),-14,-4%,19,3%,.,-4,-2%,2%,-2%,0%
CC1CCN(c2ncnc3c2cnn3-c2ccccc2)CC1,-10,-2%,-17,?,-2,8,1%,5%,-12%,1%
COC(=O)c1cc(OC)c(OC)cc1NC(=S)N1CCCC1,6,0%,-1,0%,4,-1,-3%,5%,-6%,13%
COc1ccc(NC(=O)CSc2ccc3nnc(-c4cccnc4)n3n2)cc1,19,0%,-9,0%,-2,-3,3%,-2%,-2%,-2%
Cc1ccc(NC(=O)Cn2c(C)cc(C)c(C#N)c2=O)c(Cl)c1,7,-1%,-7,-1%,2,1,-2%,-3%,-13%,-1%
CC(c1nnc(SCC(=O)Nc2sccc2C#N)n1-c1ccc(Cl)cc1)N(C)C (stereo not given),-4,8%,-4,?,1,17,0%,20%,-20%,-7%
CON(C)C(=O)CCC1CCCN1C(=O)OC(C)(C)C (stereo not given),-3,-3%,34[activator],-1%,.,1,.,9%,.,-8%
CC1=Nc2cc(C(=O)NCC3CCCO3)ccc2Sc2ccc(Br)cc21 (stereo not given),-6,3%,16,?,-3,-4,-1%,-11%,-3%,1%
Cc1sc2ncnc(SCC(=O)NC(=O)c3cccn3C)c2c1C,-5,-8%,8,?,2,-8,-2%,1%,6%,5%
O=C(CCn1c(=S)oc2ccccc21)NC1CCCCCC1,0,-1%,-20,-7%,4,5,8%,-4%,-7%,-2%
COc1cccc(-n2c(Cc3cc(=O)[nH]c(=O)[nH]3)nnc2SCc2cccnc2)c1,5,3%,-5,-1%,5,2,1%,10%,-6%,2%
COC(=O)C1=C(C)N(CC(C)C)C(=O)/C1=C\c1cccs1,-4,1%,15,?,7,2,0%,.,-6%,4%
CCCCCc1ccc(OCCCC[n+]2ccccc2)c(CCCCC)c1,3,7%,-5,?,2,-5,-1%,-1%,21%,0%
